# Source: PubChem BioAssay (The Scripps Research Institute Molecular Screening Center)
# PREPL inhibitor – inhibits the human prolyl oligopeptidase-like enzyme; recombinant PREPL, fluorescence polarization activity-based probe; inhibition, % at 5.96 µM; actives 0.68% (n = 320,000); AID 2751; in the data active means inhibition above about 43%;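 further: 0% = enzyme with DMSO and 100% = wells lacking enzyme; many of its hits are not listed in these tables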
# LYPLA1 inh – counter-screen for PME1 inhibitors: inhibitors of human LYPLA1. O75608. recombinant LYPLA1, FP-Rh probe fluorescence polarization. inhibition, % at 5.9 µM. actives 0.16% (n = 320,000);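 active means inhibition above the mean of all tested compounds plus 3 SD, set per campaign, cut at about 14% in these data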;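 further: inhibitors block serine hydrolase probe labeling of LYPLA1 so polarization falls; 0% = enzyme with DMSO and 100% = wells lacking LYPLA1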
# LYPLA2 inh – LYPLA2 (human) inhibition in PME1 counter-screen | AID 2177 | recombinant LYPLA2, FP-Rh probe fluorescence polarization | actives 0.38% (n = 320,000) | inhibition, % at 5.9 µM | O95372;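 active means inhibition above the screen-wide mean plus 3 SD, limit set per campaign, cut at about 26% in these data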;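 further: 0% = LYPLA2 with DMSO and 100% = wells lacking LYPLA2 enzyme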
# PAFAH1B2 inh – inhibitors of human PAFAH1B2. P68402. recombinant PAFAH1B2, FP-rhodamine activity probe, fluorescence polarization. inhibition, % at 3.39 µM. actives 1.2% (n = 340,000);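 active means inhibition above the mean of all tested compounds plus 3 SD, cut at about 24% in these data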;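 further: 0% = enzyme with DMSO and 100% = wells lacking PAFAH1B2; many of its hits are not listed in these tables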
# Target sequence (P68402 whole entry, looked up): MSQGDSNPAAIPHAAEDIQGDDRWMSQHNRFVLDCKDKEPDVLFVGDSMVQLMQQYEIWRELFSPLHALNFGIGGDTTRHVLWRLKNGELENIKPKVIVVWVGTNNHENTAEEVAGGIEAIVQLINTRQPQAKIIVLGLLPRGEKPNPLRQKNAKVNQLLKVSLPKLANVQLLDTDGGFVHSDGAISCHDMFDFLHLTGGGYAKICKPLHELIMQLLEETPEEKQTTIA
# PAFAH1B3 FP inh – blocks human PAF acetylhydrolase 1B catalytic subunit 3. recombinant PAFAH1B3, FP-rhodamine probe, fluorescence polarization. actives 0.28% (n = 340,000). Q15102. inhibition, % at 3.39 µM. AID 492972;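 active means inhibition above the screen-wide average of all tested compounds plus 3 SD, cut at about 25% in these data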;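 further: 0% = enzyme with DMSO only and 100% = wells lacking PAFAH1B3 protein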
# GSTO1 inh – blocks human GSTO1 in RBBP9 counter-screen. recombinant GSTO1, activity-based probe fluorescence polarization. inhibition, % at 5.96 µM. actives 1.1% (n = 300,000);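 active means inhibition above the campaign mean inhibition plus 3 SD, cut at about 35% in these data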;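 further: 0% = GSTO1-1 with DMSO and 100% = wells lacking GSTO1-1 enzyme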
# Target sequence (P78417 whole entry, looked up): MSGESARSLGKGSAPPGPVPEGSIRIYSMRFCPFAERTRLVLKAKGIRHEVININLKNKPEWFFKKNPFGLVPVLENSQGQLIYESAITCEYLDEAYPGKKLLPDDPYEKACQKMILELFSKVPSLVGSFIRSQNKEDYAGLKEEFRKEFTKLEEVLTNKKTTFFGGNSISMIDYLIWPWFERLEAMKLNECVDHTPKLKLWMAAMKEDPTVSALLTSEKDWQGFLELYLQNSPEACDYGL
# PAD4 inh – inhibitors of human PAD4; Q9UM07; recombinant PAD4, RCA probe fluorescence polarization; inhibition, % at 6.36 µM; actives 0.41% (n = 330,000); AID 485272;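 active means percent inhibition above a cutoff equal to the mean of all tested compounds plus 3 SD, cut at about 15% in these data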;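 further: 0% = PAD4 with RCA probe and DMSO and 100% = probe without PAD4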
# pPAFAH inh – pPAFAH (human) enzyme inhibition; Q13093; recombinant pPAFAH, FP-rhodamine probe fluorescence polarization; inhibition, % at 3.39 µM; actives 1.5% (n = 330,000); AID 463082;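 active means inhibition above the mean inhibition across the screen plus 3 SD, cut at about 25% in these data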;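 further: inhibitors block binding of the rhodamine activity-based probe so polarization drops; 0% = enzyme with DMSO and 100% = wells lacking pPAFAH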
# Target sequence (Q13093 whole entry, looked up): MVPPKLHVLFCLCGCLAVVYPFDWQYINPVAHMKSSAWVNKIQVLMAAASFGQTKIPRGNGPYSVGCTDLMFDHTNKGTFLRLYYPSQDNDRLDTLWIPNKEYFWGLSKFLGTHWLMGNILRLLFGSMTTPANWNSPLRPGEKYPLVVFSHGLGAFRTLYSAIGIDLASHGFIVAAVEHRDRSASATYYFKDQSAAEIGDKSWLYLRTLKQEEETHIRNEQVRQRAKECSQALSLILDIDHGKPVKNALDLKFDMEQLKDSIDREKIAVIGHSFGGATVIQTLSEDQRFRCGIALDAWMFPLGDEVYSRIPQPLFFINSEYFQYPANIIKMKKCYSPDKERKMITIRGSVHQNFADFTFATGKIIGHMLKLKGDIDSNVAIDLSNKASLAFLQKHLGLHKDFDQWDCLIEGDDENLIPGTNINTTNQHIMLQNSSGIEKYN
# PME-1 primary – blocks human protein phosphatase methylesterase 1; Q9Y570; recombinant PME-1, FP-Rh probe fluorescence polarization; inhibition, % at 5.9 µM; actives 0.53% (n = 320,000); AID 2130;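 active means inhibition above the campaign mean of all compounds plus 3 SD, cut at about 26% in these data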;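 further: competitive labeling of PME-1 active site by serine hydrolase directed probe; 0% = PME-1 with DMSO and 100% = wells lacking PME-1 enzyme; inhibitors block probe labeling so polarization falls and inhibition rises; many of its hits are not listed in these tables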
# Active calls of the source: *; . = no result given; & = joins results of further samples.
SMILES,PREPL inhibitor,LYPLA1 inh,LYPLA2 inh,PAFAH1B2 inh,PAFAH1B3 FP inh,GSTO1 inh,PAD4 inh,pPAFAH inh,PME-1 primary
O=S(=O)(c1ccc(F)cc1)N1CN(Cc2ccco2)c2nc3ccccc3nc21,7,0,6,20,25,7,6,9,6
O=C(NCC1CCCO1)c1cc(C(=O)c2ccc(Cl)cc2Cl)c[nH]1 (configuration not stated),-3,-2,-2,3,6,2,3,5,6
CN(C(=O)c1ccccc1)C1(C)CCS(=O)(=O)C1 (configuration not stated),3,3,3,4,2,1,-6,2,3
CC(=O)NNc1nc(-c2ccc(C)cc2)cs1,-12,0,-2,4,7,8,-9,0,-10
Cn1c(=O)n(C)c2cc(NC(=O)c3cccc([N+](=O)[O-])c3)c(Br)cc21,-4,-4,5,-1,1,1,0,4,-2
N#CCc1ccccc1C(=O)OCC(=O)N(Cc1ccccc1)Cc1ccccc1,-9,-2,-4,5,6,.,1,1,2
C=CCn1c(SCC(=O)NC2CCCC2)nc2sc(C)cc2c1=O,11,2,2,-2,0,-3,1,3,3
COc1ccc(N(CC(=O)Nc2ccc(F)c(F)c2)S(=O)(=O)c2c(C)[nH]c(=O)[nH]c2=O)cc1,11,-1,2,1,6,0,-5,1,-3
O=c1oc(-c2cccc(C(F)(F)F)c2)nn1-c1ccc(C(F)(F)F)cn1,14,0,-3,7,10,-1,2,4,1
CCCCn1c(/C=N/Nc2nc3ccccc3[nH]2)nc2ccccc21,18,-7,3,4,15,-9,-8,11,52*
O=C(NNC(=O)C1CC(c2cccs2)=NO1)Nc1ccc(Cl)cc1 (configuration not stated),-5,-4,2,3,-2,-1,-4,0,0
CCc1cc2c(COC(=O)CCNS(=O)(=O)c3cccc(C(F)(F)F)c3)cc(=O)oc2cc1O,6,-6,1,-6,-1,.,-4,8,-2
CCN(CC)c1ccc(C=O)c(OC)c1,0,1,2,4,-3,-2,-5,-1,4
Cc1nn(CC(=O)c2ccc(Br)s2)c(C)c1[N+](=O)[O-],6,-9,2,2,-5,1,-6,5,-7
O=C(c1ccc(Cl)nc1)c1cccs1,-14,-5,1,.,.,-5,3,2,3
COc1ccccc1CNC(=O)CCCNC(=O)Cn1cnc2sc(C)c(C)c2c1=O,1,-1,-2,3,3,-5,5,4,7
O=c1nc(/C=C/c2ccc(-c3ccc(F)cc3)o2)cc(C(F)(F)F)[nH]1,4,-2,-12,.,.,-13,-9,4,8
CC(C)(C)c1cc(CCC(=O)NCCc2ccccn2)cc(C(C)(C)C)c1O,-2,3,2,2,7,5,3,0,4
Cc1ccc(NC(=O)CN(C)CC(=O)NC2CCCc3ccccc32)cc1 (configuration not stated),-20,2,1,1,5,-2,1,-3,14
COCCN(C(=S)Nc1cccc(Cl)c1C)C(C)c1ccco1 (configuration not stated),-2,-3,-7,3,3,-3,-4,-6,-13
CCn1cc(Br)c(C(=O)Nc2cccc(SC)c2)n1,0,-1,3,3,9,3,-2,1,-4
COC(=O)c1ccc(NC(=O)C2CCN(C(=O)Nc3ccccc3)CC2)cc1,10,-3,-1,4,3,.,1,-1,-4
COc1ccc(CN(C(=O)c2oc3ccc(F)cc3c2C)C2CCS(=O)(=O)C2)cc1 (configuration not stated),-26,2,5,0,7,3,1,2,7
COc1ccccc1CNC(=O)CCCc1ccccc1,-10,-3,-11,2,3,1,3,-2,3
CC(C)(C)c1ccc(OCC(O)CN2CCc3ccccc3C2)cc1 (configuration not stated),-8,-2,-1,.,.,15,0,1,0
CC(C)(C)c1ccc(CNc2ccc([N+](=O)[O-])cn2)cc1,9,-1,6,1,0,-5,-1,3,-9
CC(=O)Nc1cccc(NC(=O)CSc2nnc3ccc(-c4ccncc4)nn23)c1,-1,1,0,5,5,5,-3,0,-2
CCOC(=O)N1CCC(NCCNC(=O)c2ccccc2)CC1,-3&12,-3&-4,1&-8,0&-3,7&-6,1,4&1,0&-2,0&-2
CCOC(=O)C1(Cc2cccc(Cl)c2)CCCN(C(=O)c2ccco2)C1 (configuration not stated),4,1,1,-5,-5,-9,1,5,-3
O=c1cc(CN2CCCc3ccccc32)nc2sccn12,51*,-3,2,4,12,12,-4,7,5
CC(C)CNC(=O)C(=O)NCC(c1ccc2c(c1)OCO2)N1CCOCC1 (configuration not stated),11,4,6,4,1,0,2,3,3
COc1ccc(-c2cn3ccsc3n2)cc1,3,0,-3,2,1,-3,-5,2,-2
Cc1ccccc1N(C(=O)Cn1nnc(-c2ccc(F)cc2)n1)C(C(=O)NC(C)(C)C)c1ccncc1 (configuration not stated),24,0,2,5,3,0,-3,-3,3
Cc1ccc(N(C)C(=O)C2CCCN2S(=O)(=O)c2ccc3c(c2)n(C)c(=O)c(=O)n3C)cc1 (configuration not stated),2,0,-1,10,4,6,-4,2,-8
COc1ccccc1CC(=O)NCc1nn(-c2ccccc2)nc1C,-3,-2,-5,3,-3,0,0,2,-3
CCC1=NC(c2ccc(OC)cc2)N(O)C1(C)C (configuration not stated),4,3,-3,5,6,6,-5,6,1
CCOc1cc2[nH]c(=S)n(C(C)C)c(=O)c2cc1OCC,7,-2,4,10,7,4,-4,1,10
C/C(=N\NS(=O)(=O)c1ccc([N+](=O)[O-])cc1)c1c[nH]c2ccccc12,-3,-2,1,5,5,-6,-2,0,4
Cc1ccc(NC(=S)c2nc3ccccc3s2)cc1,2,-2,0,6,1,2,-1,0,0
CCOc1ccccc1/C=C/c1cc(C(=O)O)c2ccccc2n1,-2,-3,-1,6,1,3,2,-13,7
O=C(CN1CCN(S(=O)(=O)c2ccc(Br)cc2)CC1)Nc1ccc2c(c1)OCCO2,15,4,5,14,11,8,2,3,6
COc1cccc(CN2CC(O)=C(c3nc(-c4ccc(Cl)cc4)cs3)C2=N)c1,4,1,5,-1,0,-2,4,5,2
COc1ccc(/C=C2\SC(=NCc3ccccc3)N(Cc3ccccc3)C2=O)cc1OC,4,-5,-1,-6,-2,3,-6,-8,-3
O=C(O)C1C2CCC(C2)C1C(=O)Nc1nc2ccccc2s1 (configuration not stated),-1,-3,-10,0,-1,11,-4,-16,-5
O=C(NCc1cccc2ccccc12)c1cccs1,2,0,7,11,0,.,2,5,-8
OCC[C@@H]1C[C@H](O)[C@@H](O)[C@@]2(OCc3ccccc32)O1,-4,1,-5,-4,-3,5,-1,0,1
Cc1ccc(OCCCC(=O)Nc2ccc(S(=O)(=O)Nc3cc(C)on3)cc2)cc1,-8,-1,0,8,3,-4,0,8,0
O=C(NCC1CCCN(Cc2cccc(C(F)(F)F)c2)C1)c1ccc(F)cc1 (configuration not stated),2,1,5,10,1,-3,0,2,-1

# Record cards (already shown):
# `OCC[C@@H]1C[C@H](O)[C@@H](O)[C@@]2(OCc3ccccc32)O1` is entered as PREPL inhibitor = -4; LYPLA1 inh = 1; LYPLA2 inh = -5; PAFAH1B2 inh = -4; PAFAH1B3 FP inh = -3; GSTO1 inh = 5; PAD4 inh = -1; pPAFAH inh = 0; PME-1 primary = 1
# `CCOc1cc2[nH]c(=S)n(C(C)C)c(=O)c2cc1OCC` is entered as PREPL inhibitor = 7; LYPLA1 inh = -2; LYPLA2 inh = 4; PAFAH1B2 inh = 10; PAFAH1B3 FP inh = 7; GSTO1 inh = 4; PAD4 inh = -4; pPAFAH inh = 1; PME-1 primary = 10

# New compounds follow
SMILES,PREPL inhibitor,LYPLA1 inh,LYPLA2 inh,PAFAH1B2 inh,PAFAH1B3 FP inh,GSTO1 inh,PAD4 inh,pPAFAH inh,PME-1 primary
c1ccc(Cn2c(-c3cncs3)nc3ccccc32)cc1,8,2,-1,6,8,-1,-3,12,4
CCOc1ccc(C(=O)CSc2nnc(N)s2)cc1,7,-3,-5,0,-2,3,0,-4,-2
CCCCCCCC(=O)N/N=C(\C)c1ccc(O)cc1O,-4,2,1,5,5,5,-1,5,5
CCN(CC(=O)NCc1ccc(F)cc1)c1ccc(S(C)(=O)=O)cc1[N+](=O)[O-],-3,3,4,3,1,-5,3,4,2
CC(=O)Oc1ccc(-c2ccc(C(=O)O)cc2)cc1,8,7,7,-2,2,6,-6,3,3
CCCCc1nc2cc(C(=O)N(C)CCc3cn[nH]c3)ccc2o1,0,2,5,2,1,8,0,5,-5
CCOC(=O)c1c(-c2ccccc2)csc1NC(=O)/C(C#N)=C/c1ccc(OC)c(OC)c1,1,-4,-5,0,-3,-3,-6,17,5
c1ccc(CN2CCN(CCOCCOc3ccc4c(c3)CCC4)CC2)cc1,5,-2,-1,2,4,-1,-3,5,5
O=C(c1cccc(F)c1)N1CCC(O)(c2cccnc2)CC1,-2,4,7,2,-1,-6,-5,6,3
CC(=O)N1c2ccc(S(=O)(=O)N3CCCCC3)cc2CC1C (configuration not stated),12,4,0,-2,-8,1,-1,-4,7
COc1ccc(OC)c(NC2=NC3(CCCC3)N=C(N)N2)c1,22,-4,-9,3,7,-4,3,-1,-2
Cc1ccc(C2(c3ccc(C)cc3)CC2C(=O)NCc2cccnc2)cc1 (configuration not stated),14,-1,2,-6,3,6,-4,3,-6
Cc1ccccc1-c1nc(C#N)c(N2CCCCC2)o1,3,4,3,5,1,-10,4,4,-3
Nc1nnc(SCC(=O)NC2CCCC2)s1,8,3,-1,3,8,2,9,0,-2
COc1ccc(/C=C2/SC(=O)N(CCC(=O)Nc3ccccc3)C2=O)cc1OC,-5,-4,0,-3,2,7,-2,1,-9
O=[N+]([O-])c1ccc(-c2nc(-c3ccncc3)no2)cc1,2,4,4,6,8,6,-4,6,1
COc1ccc(C(=O)COc2ccc(NC(C)=O)cc2)cc1,6,-2,-8,-2,5,1,-2,0,-1
CC(C)OC(=O)c1ccccc1C(=O)c1ccc(N)c([N+](=O)[O-])c1,-1,-1,-7,3,3,0,-5,8,6
COCCNC(=O)/C(C#N)=C1\N=C(NC(=O)c2cccs2)c2ccccc21,5,3,-3,4,8,2,-2,3,1
N#CCCn1cc(C(=O)N2CCCCC2)c(-c2cccc([N+](=O)[O-])c2)n1,-7,0,1,3,0,12,2,1,-4
Cc1ccc(S(=O)(=O)N2CN(Cc3ccco3)c3nc4ccccc4nc32)cc1,13,1,4,8,5,11,16*,13,1
COCCN(Cc1nc2ccccc2c(=O)[nH]1)C(=O)COc1c(C)cc(Cl)cc1C,1,-2,4,4,4,.,4,2,-1
CC1(OC(=O)C2CCCC2)C(=O)C=C2C=C(c3ccsc3)N(C3CC3)C=C2C1=O (configuration not stated),32,0,-2,3,3,47*,7,2,9
Cc1cccc(NC(=S)NN2CCOCC2)c1C,1,2,-8,1,-4,5,2,-4,-1
Cc1ccc(NC(=O)C2COc3ccccc3O2)c(C)c1 (configuration not stated),-4,-4,-6,10,3,3,1,0,-2
Cc1ccc(S(=O)(=O)N/N=C\c2ccc(Cl)c([N+](=O)[O-])c2)cc1,-19,1,0,0,0,10,-4,9,-1
N#CC1(C#N)C(C(=O)C23CC4CC(CC(C4)C2)C3)C12CCOCC2 (configuration not stated),3,-4,-3,10,3,12,-4,-1,-6
NC1=NC(=O)C(Cc2ccc(Br)cc2)S1 (configuration not stated),-2,-2,-1,5,11,7,-4,2,-2
Cc1ccc(CNC(=O)C(c2ccccc2)c2ccccc2)cc1,-6,-1,1,5,9,9,-1,9,2
COc1ccc(Nc2cc(C(=O)NCCCN3CCN(C)CC3)c3ccccc3n2)cc1OC,5,-1,-1,2,-1,1,1,9,4
Cc1cc(C)cc(N=C(NO)c2cccc([N+](=O)[O-])c2)c1,3,3,13,2,7,5,-3,2,-2

# Some of the compounds tested; count on the stated rates, not on these rows.
